FXIIa inh: inhibitors of human coagulation factor XIIa; inhibition, % at 10 µM; AID 701; purified human FXIIa, AMC substrate fluorescence, 2 h; 0.2% of 33,000 active; in the data active means inhibition above about 30%;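 further: 0% = enzyme with vehicle only and 100% = no enzyme blank; many of its hits are not listed in these tables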
FXIa inh: blocks human coagulation factor XIa activity; P03951; purified human FXIa, fluorogenic AMC substrate cleavage; inhibition, % at 10 µM; 0.3% of 33,000 active;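 active means inhibition above 40% in the primary screen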;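 further: 0% = enzyme without compound and 100% = blank wells lacking enzyme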
Target sequence (P03951 19-387 limits assumed): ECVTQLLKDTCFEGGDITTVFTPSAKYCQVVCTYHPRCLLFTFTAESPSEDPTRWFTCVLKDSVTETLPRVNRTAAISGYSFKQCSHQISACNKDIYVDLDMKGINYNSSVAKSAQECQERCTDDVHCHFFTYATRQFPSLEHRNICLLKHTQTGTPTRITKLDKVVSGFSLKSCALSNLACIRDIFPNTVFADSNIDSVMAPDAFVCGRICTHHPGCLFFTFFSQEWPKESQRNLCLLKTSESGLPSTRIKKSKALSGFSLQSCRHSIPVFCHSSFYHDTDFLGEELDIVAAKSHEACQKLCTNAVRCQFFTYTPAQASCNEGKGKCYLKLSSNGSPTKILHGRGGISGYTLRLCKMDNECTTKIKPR
Target sequence (P03951 388-625 limits assumed): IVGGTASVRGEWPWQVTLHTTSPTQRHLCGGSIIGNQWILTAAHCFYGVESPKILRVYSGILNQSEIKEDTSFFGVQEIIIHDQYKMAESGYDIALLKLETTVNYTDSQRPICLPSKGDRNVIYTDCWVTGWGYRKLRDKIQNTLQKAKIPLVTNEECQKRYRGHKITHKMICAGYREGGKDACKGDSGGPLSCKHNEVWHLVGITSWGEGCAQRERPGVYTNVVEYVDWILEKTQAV
* = called active by the depositor. This is a subset; the hit share may differ from the screen's.

SMILES | FXIIa inh | FXIa inh
Cc1nc(NC(=O)CN(C)S(=O)(=O)c2ccc(Br)cc2)sc1C | 8 | -7
Cc1cc2ccccc2n1CCNC(=O)C(C)Oc1ccccc1 (stereo unspecified) | 1 | 0
CC1CCCCN1Cc1ccc(N)cc1 (stereo unspecified) | -12 | 1
CCOc1ccc(N(CC(=O)NCCCOC)S(C)(=O)=O)cc1 | -15 | 3
COC(=O)c1c(NC(=O)c2c(C)noc2C)sc2c1CCCCCC2 | -16 | 1
OCCN1CCN(C(=S)c2ccc(Cl)cc2)CC1 | 4 | -2
CCCOc1ccccc1-n1sc2c(c1=S)-c1cc(OC)cc3c1N(C(=O)C3=O)C2(C)C | -3 | -1
O=C(Nc1ccc(NC(=O)C2CC2)nc1)c1ccccn1 | 6 | -2
CC(C)C(c1nnnn1C1CCCCC1)N1CCc2ccccc21 (stereo unspecified) | 8 | -8
O=C(CC1COc2ccccc2O1)NCc1ccccc1 (stereo unspecified) | 7 | -1
Cc1cccc(NC(=O)C2CC(=O)OC23CCCCC3)c1 (stereo unspecified) | 7 | 3
O=c1c2cc(F)ccc2[nH]c(=S)n1CCCN1CCOCC1 | 0 | -1
Cc1cc(NCCO)nc(N2CCOCC2)n1 | 8 | 2
COC(=O)COc1ccc(S(=O)(=O)NCc2cccnc2)cc1 | 6 | -1
Cc1ccc(C(=O)OCC(=O)Nc2ncc(C(F)(F)F)cc2Cl)cc1NC(=O)c1ccco1 | -15 | 17
CN(C)S(=O)(=O)c1ccc2[nH]cc(/C=C/c3nc4ccccc4c(=O)n3-c3ccccc3)c2c1 | 29 | 1
CCOC(=O)C1=C(CSc2nccn2C)NC(=O)NC1c1cc(C)ccc1C (stereo unspecified) | 1 | -1
CC1CCN(c2nc3c(c(=O)[nH]c(=O)n3C)n2CCSc2nc3ccccc3o2)CC1 | 6 | 0
Cc1ccc(N/C=C(/C#N)c2ccsc2)cc1 | 4 | 2
O=C(CCS(=O)(=O)Cc1ccccc1)N1CCc2ccccc2C1 | 8 | 4
CCOC(=O)N1CCC(NC(=O)c2ccc3c(c2)N(Cc2ccccc2)CCS3)CC1 | -3 | 13
Cc1cc(C(F)F)n2nc(C(=O)Nc3cccc(C(F)(F)F)c3)nc2n1 | 8 | 0
CCOC(=O)C(CSCC(=O)c1ccc(Br)cc1)NC(=O)OC(C)(C)C (stereo unspecified) | -3 | -2
CCOC(=O)N1CCN(CC(=O)Nc2ccc(Oc3ccccc3)cc2)CC1 | 0 | -5

3 structures from above, sorted by formula weight, lowest first.
SMILES | FXIIa inh | FXIa inh
Cc1ccc(N/C=C(/C#N)c2ccsc2)cc1 | 4 | 2
Cc1cc(C(F)F)n2nc(C(=O)Nc3cccc(C(F)(F)F)c3)nc2n1 | 8 | 0
CCOC(=O)N1CCN(CC(=O)Nc2ccc(Oc3ccccc3)cc2)CC1 | 0 | -5

Additional results follow:
SMILES | FXIIa inh | FXIa inh
CCN1CCN(Cc2c(OC)ccc3ccccc23)CC1 | 7 | 7
Cc1ccc(S(=O)(=O)NC(CC(=O)O)c2ccccc2)c(C)c1 (stereo unspecified) | -12 | -4
O=C1CSC(c2cccs2)N1c1ccccc1 (stereo unspecified) | -14 | 0
Cc1nn(-c2ccccc2)c2c1C(c1ccco1)C(C#N)=C(N)O2 (stereo unspecified) | 12 | -1
CCOC(=O)C1CCN(S(=O)(=O)c2ccc(C)cc2)CC1 | 5 | 0
O=C(c1cn(-c2ccccc2)nc1-c1cccs1)N(CCO)Cc1ccccc1 | 12 | 8
COc1ccc(CCn2c(C)cc(C(=O)CSc3nc(N)cc(=O)[nH]3)c2C)cc1 | 10 | -3
CN(C)S(=O)(=O)N1CCN(CC(O)COc2ccc3cc(Br)ccc3c2)CC1 (stereo unspecified) | 7 | 0
CCc1nnc(NC(=O)CSc2nnc(-c3ccccc3OC)n2-c2ccc(C)cc2)s1 | 5 | 7
C=CCc1ccc(OCCOCCN(C)C)c(OC)c1 | 0 | -5
Cc1ccc(C)n1-c1ccccc1N | 5 | 1
Cc1cc2ccccc2n2c(SCC(=O)NCc3cccs3)nnc12 | 11 | -4
O=C(COC(=O)c1cccc(S(=O)(=O)N2CCOCC2)c1)Nc1nc(-c2ccccc2Cl)cs1 | 2 | -5
O=C(Oc1ccccc1)c1ccc(COC(=O)c2cnccn2)cc1 | 4 | 2
O=C1CN(CC(=O)Nc2ccc(Cl)cc2)CCN1 | 10 | 4
COc1ccc(C2OC(=O)CC2C(=O)NC2CCCC(C)C2C)cc1OC (stereo unspecified) | 7 | 1
Cc1c(NC(C)c2ccccc2O)c(=O)n(-c2ccccc2)n1C (stereo unspecified) | -10 | 29
COc1ccc(S(=O)(=O)N2CCCCC2C(=O)O)cc1 (stereo unspecified) | 8 | -4
CC1(C)Cc2nc3n[nH]c(N)c3cc2CO1 | -13 | 0
CCc1ccc(C(=O)NC(CC(C)C)C(=O)O)cc1 (stereo unspecified) | 8 | 4
O=C(O)CCN(CCC(=O)O)c1nnc(SCc2ccccc2)s1 | 4 | -8
CCN(CC)/C(=N/S(=O)(=O)c1ccc(C)cc1)c1ccccc1 | 6 | -2
O=C(Nc1ccc(Cl)cn1)C1CCCN1S(=O)(=O)c1cccc2ccccc12 (stereo unspecified) | 7 | 5
Cc1c(C(=O)O)oc2c1C(O)CC(C)(C)C2 (stereo unspecified) | 5 | 0

Structures shown so far that have an aryl methoxy group (7):
SMILES | FXIIa inh | FXIa inh
CCCOc1ccccc1-n1sc2c(c1=S)-c1cc(OC)cc3c1N(C(=O)C3=O)C2(C)C | -3 | -1
CCN1CCN(Cc2c(OC)ccc3ccccc23)CC1 | 7 | 7
COc1ccc(CCn2c(C)cc(C(=O)CSc3nc(N)cc(=O)[nH]3)c2C)cc1 | 10 | -3
CCc1nnc(NC(=O)CSc2nnc(-c3ccccc3OC)n2-c2ccc(C)cc2)s1 | 5 | 7
C=CCc1ccc(OCCOCCN(C)C)c(OC)c1 | 0 | -5
COc1ccc(C2OC(=O)CC2C(=O)NC2CCCC(C)C2C)cc1OC (stereo unspecified) | 7 | 1
COc1ccc(S(=O)(=O)N2CCCCC2C(=O)O)cc1 (stereo unspecified) | 8 | -4

Single records (already shown).
CCc1nnc(NC(=O)CSc2nnc(-c3ccccc3OC)n2-c2ccc(C)cc2)s1 across the screens: FXIIa inh: 5; FXIa inh: 7
Cc1c(NC(C)c2ccccc2O)c(=O)n(-c2ccccc2)n1C (stereo unspecified) across the screens: FXIIa inh: -10; FXIa inh: 29

Remaining list, next part:
SMILES | FXIIa inh | FXIa inh
CCCCOC(=O)Cn1c2ccc(OC)cc2c2nc3ccccc3nc21 | 5 | 2
Cn1c(=O)c2cc(S(=O)(=O)NCCC(=O)NC3CCCCCC3)ccc2n(C)c1=O | 14 | -10
CCn1c(C)cc2c(c1=O)C(c1ccc3c(c1)OCO3)C(C#N)=C(N)O2 (stereo unspecified) | 2 | -10
CCS(=O)CCSC(=N)N (stereo unspecified) | 4 | -4
CC(C)(C)NC(=O)CSc1ccc(C(C)(C)C)cc1 | 5 | -5
CC(=NC(C)C)C1=C(O)CCC1=O | 9 | 1
N#CC1=C(N)Oc2cc3ccccc3cc2C1c1cccs1 (stereo unspecified) | 0 | 5
O=C(NCCc1c[nH]c2ccccc12)C1CCC(Cn2c(=S)[nH]c3ccccc3c2=O)CC1 (stereo unspecified) | -9 | 0
O=C(Oc1ccc(-c2cnc3ccccc3n2)cc1)c1ccc(Br)o1 | 8 | -11
Cn1nccc1C(=O)N1CCN(c2ccc(F)cc2)CC1 | 6 | 2
CN1CCc2nc(NC(=O)c3cccc(OC(F)F)c3)sc2C1 | 2 | -6
c1ccc(NC2=Nc3ccccc3CC2)cc1 | 4 | -10
COC(=O)CSc1nnc(-c2ccccc2OC)o1 | 4 | -2
Cn1c(=O)c2c([nH]c(=O)n2C)n(C)c1=O | 2 | -3
CC(C)Cc1ccc(C(C)C(=O)OCC(=O)c2c[nH]c3ccccc23)cc1 (stereo unspecified) | 6 | -1
O=C(CSc1ncn(-c2ccccc2)n1)Nc1nc(-c2ccccc2)cs1 | 8 | -4
COc1cc(C(=O)NCC2CCCO2)ccc1OCc1c(C)noc1C (stereo unspecified) | 6 | 1
Cn1c(=O)oc2cc(S(=O)(=O)NCC3CCCO3)ccc21 (stereo unspecified) | 8 | 3
O=C(CSc1nnc(Cc2ccccc2)n1Cc1ccco1)NC12CC3CC(CC(C3)C1)C2 | 1 | -3
CCOc1ccc(-c2nnn(CC(=O)c3ccc4c(c3)OCCO4)n2)cc1OCC | 0 | -5
CCOC(=O)c1ccc(NC2c3ccccc3C(=O)N2c2ccc(C)cn2)cc1 (stereo unspecified) | 4 | 9
CCC(=O)NCCc1nc2ccccc2[nH]1 | 0 | 5
CCn1c(CC(=O)Nc2ccc(C)cc2)nnc1SCC(=O)NCc1ccccc1 | 2 | -3
Cn1ncc(N=Cc2ccc([N+](=O)[O-])cc2)c1C(=O)N1CCOCC1 | -13 | 18
CC1CCCC(C)N1C(=O)Cn1cc(/C=C2/C(=O)Nc3ccccc32)c2ccccc21 (stereo unspecified) | 7 | -4
O=C(COc1ccccc1)n1nc(-c2ccc(Cl)cc2)nc1NCc1ccco1 | 5 | -3
COc1ccc(OC)c(NC(=O)Cc2coc3ccc(C)cc23)c1 | 3 | -1
Cc1cc2cc3c(cc2nc1SCC(=O)N1c2ccccc2CC1C)OCO3 (stereo unspecified) | -17 | 3
CO/N=C(/CS(=O)c1ccc(Br)cc1)c1ccc(OC)cc1 (stereo unspecified) | -14 | 15
CCOc1ccccc1NC(=O)CN(C)S(=O)(=O)c1cccc2nsnc12 | -15 | 11
CCCCCCCCOC(=O)CCn1[nH]c(=O)c2ccccc2c1=O | 14 | -11
COc1ccc(C2CC(c3ccc(C)cc3)Nc3nc(N)nn32)cc1 (stereo unspecified) | 4 | 0
COc1ccc(CNC(=O)c2c(-c3cc(Cl)c(OC)c(Cl)c3)noc2C)cc1 | 5 | 5
COc1ccc(-c2nc(N)n[nH]2)cc1 | 10 | 7
O=C(NCc1ccccc1)c1ccc(CN2CCOCC2)cc1 | 9 | 1
COC(=O)[C@H](CCSC)NC(=O)NCCc1ccc(F)cc1 | 4 | -10
CCn1nnnc1SCC(=O)c1ccc2c(c1)OCCO2 | 3 | 1
O=C1CC(C(=O)Nc2ccccc2)N=C(N2CCOCC2)N1 (stereo unspecified) | 4 | -2
Cc1ccc2[nH]c3c(c2c1)CCCC3=O | 2 | -25
Cc1nc(CN2CCN(C(=O)c3ccc(Br)cc3)CC2)cs1 | 1 | -1
COc1nc(Nc2ccc(C(C)C)cc2)nc(OC)n1 | 3 | 1
Cc1cccc(-n2ncc3c(NCc4ccccn4)ncnc32)c1 | -14 | 34
Cc1ccc2nc(C)/c(=N\O)c(C)nc2c1 | 7 | -4
Cc1ccc(C)n1N1C(=O)/C(=C\c2ccc(Cl)cc2)SC1=S | 7 | 6
COc1ccc(-n2ncc3c(NCCCN4CCOCC4)ncnc32)cc1 | 3 | -3
CC(C)OCCCNC(=O)c1cc2c(s1)CS(=O)(=O)C2 | -2 | 0
CCOC(=O)CC(=O)Nc1ccc(C)cc1 | 0 | 2
C#CCn1cc[n+](CC(=O)N(C)C)c1 | 6 | 7
CCN(CC)S(=O)(=O)c1ccc(NC2c3ccccc3C(=O)N2Cc2ccco2)cc1 (stereo unspecified) | 6 | -1
CCOC(=O)c1cc(-c2ccc(/C=N\n3cnnc3)o2)ccc1Cl | 2 | 3
CCOc1cc(CN2CCN(CCOCCO)CC2)ccc1OC | -11 | 16
CC(=O)N1CCC(N(C(=O)Nc2ccc(F)cc2)C2CCCC2)CC1 | 2 | 8
O=C(Nc1nc(N2C(=O)c3ccccc3C2=O)n(-c2ccccc2)n1)c1ccc(F)cc1 | 0 | 0
Cc1ccc(S(=O)(=O)N(C)CC(=O)NCc2ccncc2)cc1 | 2 | -10
O=C(c1ccc([N+](=O)[O-])cc1)N1CCOC12CCN(c1ncc(C(F)(F)F)cc1Cl)CC2 | 4 | 4
CCCc1c(O)nc(SCCN(CC)CC)[nH]c1=O | 6 | 2
O=C(CN1CCOCC1)Nc1nc2ccc(F)cc2s1 | 12 | 5
COc1ccccc1NC(=O)C1=C(C)Nc2nc(-c3ccccc3)nn2C1c1ccccn1 (stereo unspecified) | 5 | -7
O=C(NC1(C(F)(F)F)C(=O)Nc2c1c(=O)[nH]c(=O)n2Cc1ccccc1)c1ccc(Cl)cc1 (stereo unspecified) | -6 | -4
CC(=O)NC1(C(F)(F)F)N=C2SCCN2C1=O (stereo unspecified) | 3 | 3
Later entries
SMILES | FXIIa inh | FXIa inh
Cc1ccc(S(=O)(=O)Cc2cccc(C(=O)N3CCOCC3)c2)cc1 | 5 | 5
Cc1cccnc1NC1OC(=O)c2ccccc21 (stereo unspecified) | 10 | 0
CCOCCCNC(=O)CCNC(=O)c1cc(OC)c(OC)c(OC)c1 | -11 | -2
Cc1cc2c(c(SCC(=O)N(C)c3ccccc3)n1)C(=O)OC2 | 5 | 0
CCCCNC(=O)Cn1c(=O)oc2cc(S(=O)(=O)N3CC(C)CC(C)C3)ccc21 (stereo unspecified) | 3 | 3
O=C(Cc1ccc(-n2c(=O)[nH]c3ccccc3c2=O)cc1)N1CCN(c2cccc(Cl)c2)CC1 | 3 | 3
COC(=O)/C(=C\Nc1ccccc1N)c1ncc(C(F)(F)F)cc1Cl | 6 | -8
CCC(C)NC(=O)c1cc2cc3ccc(OC)cc3nc2s1 (stereo unspecified) | 0 | 8
CN(C)c1ccnc2sc3c(=O)n(-c4ccccc4)cnc3c12 | -9 | 2
COc1ccccc1OCc1nc2c3c(-c4ccccc4)c(-c4ccccc4)oc3ncn2n1 | 5 | 4
CCOC(=O)C(C)Sc1nc2c(cnn2-c2ccc(C)cc2)c(=O)[nH]1 (stereo unspecified) | 4 | 0
NC(=S)Nc1nc2ccccc2[nH]c1=O | -7 | 31

Screening results: PubChem, PCMD
